ANO1 activ: TMEM16A chloride channel activators or potentiators, primary screen, cell-based, HTS | 340,000 tested, 0.3% active | HEK293 TMEM16A/YFP-H148Q/I152L, iodide quench fluorescence; stronger effect = lower value | B-score at 10 µM | Anoctamin-1 (Mus musculus), Q8BHY3;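 active = fluorescence-ratio B-score plate-corrected deviation score at least 3 library SD below zero, with starting fluorescence score within 5 deviations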;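 also: channel opened by trigger with iodide after compound preincubation; score built on the fluorescence ratio of max minus min over baseline; more negative score means more quench and so TMEM16A activation or potentiation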
TRPC6 act: mouse TRPC6 channel activators, primary screen, cell-based, HEK293, membrane potential dye; HEK293-TRPC6 membrane potential dye fluorescence; stronger effect = higher value; B-score at 10 µM; 310,000 tested, 0.13% active; AID 2550, 2010;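 active = B-score of the integrated fluorescence ratio above library mean plus 3 SD, and starting fluorescence ratio within library mean plus 5 SD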;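 also: higher score means more depolarization so channel activation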
Target sequence (Q61143 whole entry, looked up): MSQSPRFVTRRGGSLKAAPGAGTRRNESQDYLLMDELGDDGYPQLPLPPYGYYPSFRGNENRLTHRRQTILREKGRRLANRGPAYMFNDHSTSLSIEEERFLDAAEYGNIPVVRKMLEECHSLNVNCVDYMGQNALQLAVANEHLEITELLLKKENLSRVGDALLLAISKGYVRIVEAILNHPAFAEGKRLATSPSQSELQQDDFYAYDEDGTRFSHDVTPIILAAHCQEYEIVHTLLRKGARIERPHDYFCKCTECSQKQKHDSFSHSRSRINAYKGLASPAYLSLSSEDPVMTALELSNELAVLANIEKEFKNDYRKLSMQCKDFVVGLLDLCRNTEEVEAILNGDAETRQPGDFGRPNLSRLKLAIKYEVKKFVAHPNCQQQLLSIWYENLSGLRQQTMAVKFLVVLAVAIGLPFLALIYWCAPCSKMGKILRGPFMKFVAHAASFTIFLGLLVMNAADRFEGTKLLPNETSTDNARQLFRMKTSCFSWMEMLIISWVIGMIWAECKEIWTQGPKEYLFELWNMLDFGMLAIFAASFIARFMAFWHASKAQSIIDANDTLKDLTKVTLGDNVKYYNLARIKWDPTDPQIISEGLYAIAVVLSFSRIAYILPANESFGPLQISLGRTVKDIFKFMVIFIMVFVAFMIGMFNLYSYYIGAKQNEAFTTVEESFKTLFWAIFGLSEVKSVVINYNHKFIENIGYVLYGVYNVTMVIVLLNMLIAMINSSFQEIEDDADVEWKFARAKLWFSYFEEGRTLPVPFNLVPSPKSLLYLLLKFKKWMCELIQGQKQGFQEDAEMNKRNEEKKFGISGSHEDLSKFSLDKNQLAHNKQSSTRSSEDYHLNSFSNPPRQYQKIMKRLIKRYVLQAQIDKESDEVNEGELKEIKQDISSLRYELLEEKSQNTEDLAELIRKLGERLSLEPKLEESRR
MrgX1 agonist: agonists of human MrgX1 receptor, primary screen, HEK293 cells, Fluo-4 calcium flux | Mas-related G-protein coupled receptor member X1 (Homo sapiens), Q96LB2 | Fluo-4 calcium fluorescence, agonist mode; stronger effect = higher value | B-score at 10 µM | 310,000 tested, 0.44% active;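 active = calcium response B-score plate-corrected fluorescence ratio at least 3 library SD, with starting fluorescence B-score inside 5 SD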
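Material: MrgX1-expressing HEK293 cells / Dosing: compound as first of three additions / Incubation: overnight seeding, then 1 h dark dye loading / Signal: Fluo-4 NW calcium fluorescence / Evaluation: B-scored fluorescence response ratio / Benchmarks: positive and negative control wells on each plate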
MrgX1 PAM: positive allosteric modulators of MrgX1, primary screen, HEK293 cells, Fluo-4 calcium flux. 310,000 tested, 0.63% active. FDSS; stronger effect = higher value. Mas-related G-protein coupled receptor member X1 (Homo sapiens), Q96LB2. B-score at 10 µM. AID 588675, 2011;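 active = plate-corrected calcium response at least 3 library SD above typical, normal starting fluorescence, not activating the receptor alone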;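 also: compound read alongside a low EC10 to EC30 dose of BAM8-22 agonist; peak minus trough fluorescence over baseline measured at the second addition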
TRPC4 inh: inhibitors of mouse TRPC4 channel, primary screen, Fluo4 calcium, HEK293 TRPC4beta/mu-opioid cells; DAMGO-evoked Fluo4 calcium flux; stronger effect = lower value; B-score at 10 µM; 300,000 tested, 0.39% active; AID 2247, 2010;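 active = B-score over 3 SD under the library average, no early fluorescence shift, positive overall ratio signal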
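Signal: kinetic Fluo4 fluorescence imaging of calcium influx. Material: stable TRPC4beta/mu-opioid receptor HEK293 cells. Probe or stimulus: DAMGO in two steps, submaximal then maximal.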
ANO1 block: TMEM16A chloride channel inhibitors, primary screen, cell-based, HTS; 310,000 tested, 1.2% active; normalized B-score (activity score, 25-100; higher = stronger inhibition) at 10 µM; HEK293 TMEM16A/YFP iodide influx fluorescence, ionomycin; Anoctamin-1 (Mus musculus), Q8BHY3;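 active = ratio plate-corrected score three or more library SD toward inhibition, starting fluorescence score within five deviations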;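 also: score derived from kinetic fluorescence span divided by baseline fluorescence per well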
TRPC4 agonist: activators of mouse TRPC4 channel, primary screen, Fluo4 calcium, HEK293 TRPC4beta/mu-opioid cells; Fluo4 calcium fluorescence; stronger effect = higher value; B-score at 10 µM; 310,000 tested, 0.49% active; AID 2237, 2010;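 active = B-score above 5 SD of library B-scores, and initial fluorescence ratio not above library mean plus 5 SD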;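 also: positive B-score marks a calcium rise read as TRPC4 activation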
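Material: TRPC4beta and mu-opioid receptor HEK293 stable cells | Incubation: 45 min room-temperature Fluo4 loading, 110 s read | Detection: Kinetic Fluo4 calcium fluorescence | Measure: Integrated baseline-normalised fluorescence ratio, converted to per-well B score | Benchmarks: Low control buffer alone, high control maximal DAMGO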
TRPC4 PAM: positive allosteric modulators of TRPC4, primary screen, cell-based, mouse TRPC4beta, HEK293 mu-opioid, Fluo-4 calcium | Short transient receptor potential channel 4 (Mus musculus), Q9QUQ5 | DAMGO EC20, Fluo-4 Ca2+ flux; stronger effect = higher value | B-score at 10 µM | 310,000 tested, 0.42% active | AID 2227, 2009;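 active = B-score of calcium response area above 5 SD of library B-scores, with initial fluorescence ratio within 5 SD of library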;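 also: B-score of integrated fluorescence ratio over time as area under calcium response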
MrgX1 antagonist: antagonists of human MrgX1 receptor, primary screen, HEK293 cells, Fluo-4 calcium flux | Mas-related G-protein coupled receptor member X1 (Homo sapiens), Q96LB2 | BAM8-22 antagonism; stronger effect = lower value | B-score at 10 µM | 310,000 tested, 1.3% active | AID 588676, 2011;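 active = calcium-response B-score plate-corrected more than 3 library SD below zero, starting fluorescence within 5 deviations, no agonist response on first addition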;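 also: peak minus trough fluorescence over baseline after final BAM8-22 challenge near maximal dose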
TRPC6 inhibitor: mouse TRPC6 channel inhibitors, primary screen, cell-based, HEK293, membrane potential dye; Short transient receptor potential channel 6 (Mus musculus), Q61143; ACh-evoked depolarization; stronger effect = lower value; 310,000 tested, 1.1% active; B-score at 10 µM;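 active = B-score under library mean minus 3 SD, initial fluorescence not abnormally high, positive integrated signal ratio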;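 also: B-score derived from integrated fluorescence ratio over the kinetic read; more negative B-score means stronger inhibition of depolarization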
RGS4 block: RGS4 inhibitors, primary screen, cell-based, HEK293 M3R inducible RGS4, calcium flux | 310,000 tested, 0.45% active | B-score at 10 µM | Fluo-4 calcium flux; stronger effect = higher value; triggered by carbachol at its EC20;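 active = B-score, a plate-corrected calcium signal, over three deviations above library mean, with baseline fluorescence within five deviations of library mean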;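 also: RGS4 expression induced by doxycycline in cells with stable M3 receptor; B-score is computed from the integrated fluorescence ratio over baseline after carbachol; higher B-score means a larger calcium signal and so more RGS4 inhibition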
Target sequence (P49798 whole entry, looked up): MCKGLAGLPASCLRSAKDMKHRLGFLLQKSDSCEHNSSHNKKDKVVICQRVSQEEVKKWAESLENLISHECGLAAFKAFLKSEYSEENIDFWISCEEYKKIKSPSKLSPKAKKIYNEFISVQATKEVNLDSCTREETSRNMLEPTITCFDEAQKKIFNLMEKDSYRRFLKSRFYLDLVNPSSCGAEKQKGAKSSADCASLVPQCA
* hit, by the source's call; i = inactive; . = no result given. Compounds were not picked by outcome; overall some 5.8% were active at least once.

The line under a structure holds: ANO1 activ	TRPC6 act	MrgX1 agonist	MrgX1 PAM	TRPC4 inh	ANO1 block	TRPC4 agonist	TRPC4 PAM	MrgX1 antagonist	TRPC6 inhibitor	RGS4 block
1	CN(Cc1ccccc1Cl)C(=O)c1cnccc1C(F)(F)F
  i	i	i	i	i	i	i	i	i	i	i
2	Cc1cc(C(=O)Nc2cccnc2)on1
  i	i	i	i	i	i	i	i	i	i	i
3	O=C(N/C(=C\c1cccnc1)C(=O)N1CCOCC1)c1cccc(Br)c1
  i	i	i	i	i	i	i	i	i	i	i
4	Cc1cccc(NC(=S)NCCN(C2CCCCC2)C2CCCC2)c1
  i	i	i	i	i	i	i	i	i	-5.8*	i
5	CC(=O)N(Cc1ccccc1C)c1cccc(C)c1C
  i	i	i	i	i	i	i	i	i	i	i
6	COC(=O)c1ccc(C2Nc3ccccc3NC3=C2C(=O)CC(C)(C)C3)cc1 (stereo not given)
  i	i	i	i	i	i	i	i	i	i	i
7	CCOc1ccccc1NC(=O)CSc1nnc(CNC(=O)c2c(F)cccc2Cl)o1
  i	i	i	i	i	i	i	i	i	i	i
8	O=C(CNC(=O)c1ccccc1)N=Nc1c(O)[nH]c2ccc(Br)cc12
  i	i	i	i	i	i	i	i	i	i	i
9	CCCc1cc(=O)n2[nH]c(NCc3ccc(Cl)cc3Cl)nc2n1
  i	i	i	i	i	i	i	i	i	i	i
10	Cc1[nH]n(C(N)=S)c(=O)c1N=Nc1ccc2ccccc2c1
  i	i	.	.	i	.	i	i	.	i	i
11	N#CC(c1ccccc1)C1CCN(Cc2ccccc2)CC1 (stereo not given)
  i	i	i	i	i	i	i	i	i	i	i
12	NCCS(=O)(=O)NC1CCCCC1
  i	i	i	i	i	i	i	i	i	i	i
13	CN1CCN(CC#CC2(O)CCCCC2)CC1
  i	i	i	i	i	i	i	i	i	i	i
14	COc1ccc2c(c1OC)C(=O)N1C2SC(C)(C)[C@H]1C(=O)NCC(C)C (stereo not given in full)
  .	i	i	i	i	i	i	i	i	i	i
15	Cc1ccc2nc(C)cc(N3CCOCC3)c2c1
  i	i	i	i	i	i	i	i	i	-11*	i
16	Cc1ccccc1N1CCN(S(=O)(=O)c2ccc3oc(=O)ccc3c2)CC1
  i	i	i	i	i	i	i	i	i	i	i
17	O=C(O)CCCN(Cc1cccc(Br)c1)S(=O)(=O)c1ccc(Br)cc1
  i	i	i	i	i	i	i	i	i	i	i
18	Cc1nn(CCc2n[nH]c(=S)n2-c2cccc(Cl)c2)c(C)c1[N+](=O)[O-]
  i	i	i	i	i	i	i	i	i	i	i
19	COc1ccc(/C=C2\Oc3cc(OCC(=O)N4CCC[C@H]4C(=O)O)ccc3C2=O)c(OC)c1
  i	i	i	i	i	i	i	i	i	i	i
20	COc1ccc(C(=O)OC2CCN(c3ncc(C(F)(F)F)cc3Cl)CC2)cc1
  i	i	i	i	i	i	i	i	i	i	i
21	c1cc(C2CCN(Cc3nc(-c4ccc5c(c4)OCO5)no3)CC2)ccn1
  i	i	i	i	i	i	i	i	i	i	i
22	COc1ccc(C(=O)c2ccc(N3CCOCC3)cc2)c(OC)c1
  i	i	i	i	i	i	i	i	i	i	i
23	O=C(Nc1ccncc1)c1c(F)c(F)c(F)c(F)c1F
  i	i	i	i	i	i	i	i	i	i	i
24	O=C(CNC(=O)c1ccccc1F)NCCOc1ccccc1Cl
  i	i	i	i	i	i	i	i	i	i	i
25	Cc1cc(C)c2c(CC(=O)O)c(C)[nH]c2c1
  i	i	i	i	i	i	i	i	i	i	i
26	CC(C)C(c1nnnn1CCc1ccccc1)N1CCOCC1 (stereo not given)
  i	i	i	i	i	i	i	i	i	i	i
27	COc1ccc(NC(=S)N2CCC(C(=O)c3ccc(OC)cc3)CC2)cc1
  i	i	i	i	i	i	i	i	i	i	i
28	COc1ccc(/C=N/NC(=O)c2ccccc2OCc2ccccc2)c(OC)c1
  i	i	i	i	i	i	i	i	i	i	i
29	Cc1ccccc1NC(=S)NCc1ccc2[nH]c3c(c2c1)CCCC3
  i	i	i	i	i	i	i	i	i	i	i
30	COc1cccc(/C=N/N2CCN(C)CC2)c1
  i	i	i	i	i	i	i	i	i	i	i
31	CCOc1ccc(S(=O)(=O)Nc2cc(F)ccc2F)c2cccnc12
  i	i	i	i	i	i	i	i	i	i	i
32	COc1ccc2[nH]c3c(c2c1)CCN1C(=O)N([C@@H](C)C(=O)NCc2ccc(C)cc2)C(=O)[C@]31C
  i	i	i	i	i	i	i	i	i	i	i
33	CC(C)Oc1cccc(C(=O)Nc2ccc(CN3CCOCC3)cc2)c1
  i	i	i	i	i	i	i	i	i	i	i
34	CN(C)S(=O)(=O)N1CCC(Oc2ccc(C(=O)N3C[C@@H]4CCC[C@H]3C4)cc2)CC1
  i	i	i	i	i	i	i	i	i	i	i
35	O=Cc1ccc(O)c2ncccc12
  i	i	.	.	i	.	i	i	.	i	i
36	O=C(Nc1cc(S(=O)(=O)N2CCCCC2)ccc1O)c1ccccc1NS(=O)(=O)c1ccc(F)c(F)c1
  i	i	i	i	i	25*	i	i	i	i	i
37	Cc1cccc(C)c1NC(=S)N/N=C/c1c(Cl)cccc1Cl
  i	i	i	i	i	i	i	i	i	i	i
38	Cc1ccc(S(=O)(=O)N2CCCC2)s1
  i	i	i	i	i	i	i	i	i	i	i
39	CC(=O)C1=C(O)C(=O)N(Cc2ccccc2)C1c1ccc([N+](=O)[O-])cc1 (stereo not given)
  i	i	i	i	-6*	i	i	i	i	i	i
40	CN(C)S(=O)(=O)c1cccc(NC(=O)COc2cccc(C#N)c2)c1
  i	i	i	i	i	i	i	i	i	i	i
41	CCOC(=O)C1CCN(CC(O)COc2ccc(C(=O)CC)cc2)CC1 (stereo not given)
  i	i	i	i	i	i	i	i	i	i	i
42	CS(=O)(=O)N1CCN(C2C3CC4CC(C3)CC2C4)CC1 (stereo not given)
  i	i	i	i	i	i	i	i	i	i	i
43	Cc1cccc(OCC(=O)N2CCN(C(=O)c3ccc([N+](=O)[O-])cc3)CC2)c1
  i	i	i	i	i	i	i	i	i	i	i
44	Cc1ccc(-n2[nH]c(C)c(C=Nc3cc(C)ccn3)c2=O)cc1
  i	i	i	i	i	i	i	i	i	i	i
45	Cc1ccc(NC(=O)CSc2ncccc2C(=O)Oc2cccc([N+](=O)[O-])c2)cc1Cl
  i	i	i	i	i	i	i	i	i	i	i
46	O=C(N/N=C/C=C\c1ccccc1[N+](=O)[O-])c1ccncc1
  i	i	i	i	i	i	i	i	i	i	i
47	COc1cc(C(=O)N2c3ccccc3CCC2C)cc(OC)c1OC (stereo not given)
  i	i	i	i	i	i	i	i	i	i	i
48	O=C1NC(=S)N/C1=C/c1cc([N+](=O)[O-])ccc1O
  i	i	i	12*	i	i	i	i	i	i	i
49	COCc1cc(C)c(C#N)c(=S)[nH]1
  i	i	i	i	i	i	i	i	i	i	i
50	CCCCc1nc(SCC(=O)N2CCOCC2)c2c(=O)n(C)c(=O)n(C)c2n1
  i	i	i	i	i	i	i	i	i	i	i
51	COc1cc(C2C(C#N)=C(N)Oc3n[nH]c(-c4ccncc4)c32)cc(OC)c1OC (stereo not given)
  i	i	i	i	i	i	i	i	i	i	i
52	COc1ccc(S(=O)(=O)Nc2ccc(S(=O)(=O)N(C)C)cc2)cc1[N+](=O)[O-]
  i	i	i	i	i	i	i	i	i	i	i
53	COc1ccccc1-c1nnc2sc(-c3cc4ccccc4o3)nn12
  i	i	i	i	i	100*	i	i	i	i	i
54	N#C/C(=C/c1ccc(O)c(O)c1)c1nc2ccccc2[nH]1
  i	i	i	i	i	i	i	i	i	i	i
55	Cc1ccc(-c2nn(-c3ccccc3)cc2C2SCC(=O)N2Cc2ccccc2)o1 (stereo not given)
  i	i	i	i	i	i	i	i	i	i	i
56	O=C(Nc1ccc(Cl)c([N+](=O)[O-])c1)c1ccncc1
  i	i	i	i	i	i	i	i	i	i	i
57	CNC(=S)N1N=C(c2ccc(C)cc2)CC1c1ccc(Cl)cc1 (stereo not given)
  i	i	i	i	i	i	i	i	i	i	i
58	COc1ccc(CCNC(=O)CCCOc2ccc(Cl)cc2)cc1OC
  i	i	i	i	i	i	i	i	i	i	i
59	CCOC(=O)c1cnn2c(N)c(C#N)cnc12
  i	i	i	i	i	i	i	i	i	i	i
60	Cc1csc(Sc2nc3c(c(=O)[nH]c(=O)n3C)n2CCCc2ccccc2)n1
  i	i	i	i	i	i	i	i	i	i	i
61	COc1ccc(OC)c(NC(=O)CSc2ccc(-c3cccnc3)nn2)c1
  i	i	i	i	i	i	i	i	i	i	i
62	CC(C)c1ccc(NC(=O)c2ccc(NC3=NC4CS(=O)(=O)CC4S3)cc2)cc1 (stereo not given)
  i	i	i	i	i	i	i	i	i	i	i
63	CCOC(=O)C1(Cc2ccc(Cl)cc2)CCN(C(=O)c2ccoc2)CC1
  i	i	i	i	i	i	i	i	i	i	i

Numbers 62–63 from above:
The line under a structure holds: ANO1 activ	TRPC6 act	MrgX1 agonist	MrgX1 PAM	TRPC4 inh	ANO1 block	TRPC4 agonist	TRPC4 PAM	MrgX1 antagonist	TRPC6 inhibitor	RGS4 block
62	CC(C)c1ccc(NC(=O)c2ccc(NC3=NC4CS(=O)(=O)CC4S3)cc2)cc1 (stereo not given)
  i	i	i	i	i	i	i	i	i	i	i
63	CCOC(=O)C1(Cc2ccc(Cl)cc2)CCN(C(=O)c2ccoc2)CC1
  i	i	i	i	i	i	i	i	i	i	i

Screens deposited in PubChem BioAssay by Johns Hopkins Ion Channel Center.
